CHO-K1 Ca ag = counter-screen for M1 agonists: effect in parental CHO-K1 cells | Fluo-8 calcium fluorescence; scaled to maximal ATP response, vehicle zero | activation, % at 3 µM | hit rate 0.48% among 360,000; in the data active = activation above about 15%;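 also: untransfected CHO-K1 host cells lacking M1 receptor as counterscreen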
OXTR potentiate = potentiators of human oxytocin receptor. P30559. CHO-OTR cells, Fluo-8 calcium fluorescence, potentiator mode; 0% = oxytocin EC15, 100% = EC100. activation, % at 3 µM. hit rate 0.061% among 320,000. AID 2445;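 active = activation above that plate's cutoff, the mean activation of tested compounds plus 3 SD, cut at about 6.6% in these data, passing the limit was not always enough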;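 also: 100% uses oxytocin at 75 nM as the full agonist control; some results filed as inactive read as strong as hits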
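Assay system: CHO cell line stably expressing human OTR | Also added: Oxytocin at about EC15, sub-maximal agonist stimulus | Times: Compound 6 min at room temperature before oxytocin, 100 s read | Measured by: Fluo-8 intracellular calcium fluorescence, ex 470-495, em 515-575 nm | Controls: EC15 oxytocin alone as 0%, 75 nM oxytocin as 100%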
CHO-K1 Ca antag = nonselective inhibitor or artifact in parental CHO-K1 cells; ATP-induced calcium, Fluo-8 fluorescence; inhibition, % at 3 µM; hit rate 0.6% among 360,000; AID 602250;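 active = inhibition above a per-plate cutoff, the plate's mean sample inhibition plus 3 SD, cut at about 24% in these data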;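 also: 0% = DMSO plus EC80 ATP and 100% = DMSO alone without ATP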
CHRM1 PAM = positive allosteric modulators of human M1 muscarinic receptor. hit rate 0.088% among 360,000. AID 588819. activation, % at 3 µM. CHO-K1 hM1, Fluo-8 calcium fluorescence, ACh EC20; 0% = ACh EC20, 100% = maximal ACh. P11229; in the data active = activation above about 19%, passing the limit was not always enough
CHO parental Ca = signal in parental CHO cells, OX1R antagonist counter-screen; inhibition, % at 5.6 µM; hit rate 0.63% among 330,000; parental CHO-K1, ATP-induced calcium, Fluo-8 fluorescence;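 active = inhibition above that plate's mean sample inhibition plus 3 SD, cut at about 26% in these data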;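 also: 0% = ATP-challenged DMSO wells and 100% = DMSO wells without ATP; some compounds past the cut are filed as inactive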
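Material – parental CHO cells · Reagent – ATP stimulus · Compound – single nominal dose of 5.6 µM per compound · Detection – Fluo-8 fluorescence · Read-out basis – percent inhibition of calcium signal · Controls – ATP-challenged DMSO wells low, unchallenged DMSO wells high · Repeats – no replicates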
CHRM4 agonist = CHRM4 agonism in calcium assay; P08173; CHO-K1 hM4/Gqi5, Fluo-8 calcium fluorescence; vehicle 0%, full acetylcholine response 100%; activation, % at 3 µM; hit rate 0.14% among 360,000; AID 624127;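 active = activation above the run mean over all test wells plus 3 SD, cut at about 32% in these data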;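 also: peak over basal fluorescence ratio per well then scaled between controls; 0% = DMSO wells and 100% = acetylcholine at EC100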
Target sequence (P08173 whole entry, looked up): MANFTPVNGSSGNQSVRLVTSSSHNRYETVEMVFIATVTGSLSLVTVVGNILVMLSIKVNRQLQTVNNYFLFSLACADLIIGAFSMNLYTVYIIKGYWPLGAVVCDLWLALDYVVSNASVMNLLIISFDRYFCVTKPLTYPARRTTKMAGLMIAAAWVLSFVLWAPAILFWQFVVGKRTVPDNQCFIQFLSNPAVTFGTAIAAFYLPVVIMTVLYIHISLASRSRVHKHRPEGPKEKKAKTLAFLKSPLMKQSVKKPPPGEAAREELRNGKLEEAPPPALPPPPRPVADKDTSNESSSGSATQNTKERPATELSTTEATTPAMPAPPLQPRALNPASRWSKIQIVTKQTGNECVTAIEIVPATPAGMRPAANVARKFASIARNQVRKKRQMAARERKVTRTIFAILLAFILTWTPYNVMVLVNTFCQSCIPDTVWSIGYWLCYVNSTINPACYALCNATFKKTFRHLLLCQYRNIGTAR
M4 antag = CHRM4 antagonism in calcium assay; inhibition, % at 3 µM; hit rate 0.73% among 360,000; CHO-hM4 cells, ACh EC80, Fluo-8 calcium fluorescence;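 active = inhibition above its plate's cutoff, the mean inhibition of sample wells plus 3 SD, cut at about 27% in these data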;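 also: 0% = acetylcholine EC80 with DMSO and 100% = DMSO without agonist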
M1 ag = human M1 muscarinic receptor agonism. P11229. CHO-K1 hM1, Fluo-8 calcium fluorescence, agonist mode; 0% DMSO, 100% acetylcholine EC100. activation, % at 3 µM. hit rate 0.33% among 360,000. AID 588814;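 active = activation above the run's mean compound activation plus 3 SD, cut at about 16% in these data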;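 also: peak over basal fluorescence ratio within a 140 s kinetic read after compound addition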
CHRM1 antagonist = antagonists of human M1 muscarinic receptor | AID 588852 | hit rate 1.3% among 360,000 | P11229 | CHO-K1 hM1, Fluo-8 calcium fluorescence, ACh EC80 antagonist | inhibition, % at 3 µM;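 active = percent inhibition above its own plate's cutoff, namely the mean of that plate's compound wells plus 3 SD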;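 also: peak over basal fluorescence ratio during 140 s after agonist addition; 0% = ACh EC80 plus DMSO and 100% = DMSO alone without agonist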
An asterisk follows results filed as active; . = not tested or not shown.

Assay codes – A = CHO-K1 Ca ag; B = OXTR potentiate; C = CHO-K1 Ca antag; D = CHRM1 PAM; E = CHO parental Ca; F = CHRM4 agonist; G = M4 antag; H = M1 ag; I = CHRM1 antagonist
SMILES: CC(C)C[C@@H](CN)NC(=O)c1nc[nH]c1C(=O)N[C@@H](C)C(=O)CNC[C@H](C)NC(=O)c1nc[nH]c1C(=O)N[C@@H](Cc1ccccc1)C(=O)O
  A: 0.5; B: .; C: 2; D: -2; E: .; F: 1; G: 1; H: -6; I: -1

SMILES: O=C(Nc1nc2ccccc2s1)c1cnccn1
  A: 2.4; B: -2; C: -3; D: -2; E: -11; F: 2; G: -3; H: -2; I: 5

SMILES: COc1ccc(-n2c(C)cc(C(=O)CN3C(=O)NC4(CCc5ccccc54)C3=O)c2C)cc1 (stereo not given)
  A: 1.2; B: -8; C: -2; D: 1; E: -10; F: 3; G: 14; H: -1; I: -4

SMILES: COCCN(C(=O)Cc1csc(-c2cccc(Cl)c2)n1)c1c(N)n(Cc2ccccc2)c(=O)[nH]c1=O
  A: -0.4; B: .; C: -10; D: 9; E: .; F: 3; G: -8; H: -5; I: -11

SMILES: COc1ccccc1-c1nc(-c2ccccc2)[nH]c(=O)c1C#N
  A: 0.4; B: -5; C: -3; D: 4; E: -11; F: 1; G: 1; H: -7; I: -4

SMILES: O=C1C=C(c2cccnc2)CCC1
  A: 2.9; B: -9; C: 1; D: -1; E: -10; F: 1; G: 6; H: -3; I: 0

SMILES: O=C(COc1ccccc1)NC1CCSc2ccccc21 (stereo not given)
  A: 0.1; B: -9; C: -7; D: 7; E: -18; F: 0; G: -4; H: -4; I: -8

SMILES: Cc1onc(-c2ccccc2Cl)c1C(=O)N(Cc1ccc(N(C)C)cc1)C(C)C
  A: 4.7; B: -6; C: -12; D: -3; E: -31; F: 17; G: -8; H: -3; I: 4

SMILES: Cc1c(NC(=O)OCCNC(=O)COc2ccc(Cl)cc2Cl)sc(=S)n1C
  A: 0.1; B: -8; C: -11; D: 7; E: -27; F: 1; G: -11; H: -7; I: -11

SMILES: Cc1cc(COc2ccccc2OCCN2CCN(C)CC2)no1
  A: 0.0; B: -15; C: 19; D: -6; E: 1; F: 2; G: -4; H: -4; I: 21

SMILES: O=C(CN1C(=O)COc2ccccc21)NCCN1CCOCC1
  A: 0.4; B: 1; C: -7; D: 1; E: 1; F: 1; G: -1; H: -6; I: 4

SMILES: CC1(C)N([O-])C(c2cccs2)=C[N+]1=O
  A: 0.9; B: 2; C: -4; D: 6; E: 29*; F: 2; G: 3; H: -2; I: -7

SMILES: O=C(CN1CCN(S(=O)(=O)N2CCCCC2)CC1)Nc1cc(Cl)cc(Cl)c1
  A: 5.2; B: -3; C: -16; D: 0; E: -23; F: 4; G: 4; H: -3; I: 1

SMILES: CC1(C(=O)NS(=O)(=O)c2ccccc2Cl)CCN1C(=O)C1CCCCC1 (stereo not given)
  A: 0.0; B: .; C: 9; D: -2; E: .; F: 0; G: 1; H: -3; I: 15

SMILES: Cc1nc2ccc(S(=O)(=O)N(C)CC(=O)Nc3ccccc3F)cc2s1
  A: 0.6; B: -2; C: -10; D: 10; E: -21; F: 3; G: -8; H: -2; I: -14

SMILES: CC(C)(C)NC(=O)CN(C(=O)CCC(=O)Nc1nccs1)c1ccc(F)cc1
  A: 0.3; B: 5; C: -6; D: 8; E: -16; F: 0; G: 6; H: -5; I: -14

SMILES: O=C(Nc1ccccc1F)c1oc2ccccc2c1NC(=O)C1CC1
  A: -0.2; B: -1; C: 2; D: -4; E: -11; F: 0; G: 6; H: -1; I: 12

SMILES: O=C(OCC(=O)N1CCOCC1)c1ccc(Br)cc1
  A: -0.5; B: 1; C: 3; D: 17; E: -6; F: -1; G: 3; H: 7; I: -9

SMILES: Cc1ccc(S(=O)(=O)N(CC(=O)NCCSc2ccccn2)c2ccc(C)c(C)c2)cc1
  A: 1.5; B: -9; C: -2; D: 1; E: -36; F: 4; G: -15; H: -8; I: 5

SMILES: O=C(NNS(=O)(=O)c1ccc2ccccc2c1)c1cccs1
  A: 0.3; B: -14; C: 17; D: -2; E: -9; F: 2; G: -14; H: -3; I: -7

SMILES: C[C@H](O)[C@@H]1C(=O)N2CCc3ccc(-c4ccccc4)cc3[C@@H]2C[C@@H]1N(C)C(=O)c1cccnc1
  A: 0.7; B: .; C: 16; D: 4; E: .; F: 3; G: 5; H: 0; I: -10

SMILES: Cc1ccc(C(=O)N/N=C\c2cccs2)cn1
  A: 0.8; B: -10; C: -10; D: 9; E: -3; F: 1; G: -13; H: -5; I: -15

SMILES: CN(C)CCOC(=O)NCC12CC3CC(CC(C3)C1)C2
  A: 0.5; B: -10; C: -6; D: 10; E: 0; F: 2; G: -5; H: -5; I: -18

SMILES: COc1cc(=O)[nH]c(=O)n1C(=O)Cc1ccccc1
  A: 0.7; B: -10; C: -7; D: 1; E: -20; F: .; G: 9; H: -2; I: -14

SMILES: COc1cc(OC)cc(C(=O)N[C@H](C(=O)OCC(=O)Nc2ccc(F)c(F)c2F)C(C)C)c1
  A: 0.9; B: -15; C: -7; D: 3; E: -5; F: 4; G: -10; H: -5; I: 6

SMILES: COc1ccc(NC(=O)COc2coc(CN3CCc4ccccc43)cc2=O)cc1
  A: 0.3; B: 1; C: 7; D: 0; E: -15; F: 1; G: 3; H: -4; I: -2

SMILES: COCC(C)n1c(C)cc(C(=O)CSc2ccc(NC(C)=O)cc2)c1C (stereo not given)
  A: 1.1; B: -15; C: -20; D: -4; E: -13; F: 2; G: -10; H: -3; I: 1

SMILES: COc1cc(/C=C/C(=O)OCC(=O)NCc2ccco2)ccc1OC(F)F
  A: 3.9; B: -10; C: -5; D: 11; E: 0; F: 2; G: -7; H: -3; I: -13

Some of the entries above, reformatted:
Every second line gives: CHO-K1 Ca ag	OXTR potentiate	CHO-K1 Ca antag	CHRM1 PAM	CHO parental Ca	CHRM4 agonist	M4 antag	M1 ag	CHRM1 antagonist
CC(C)C[C@@H](CN)NC(=O)c1nc[nH]c1C(=O)N[C@@H](C)C(=O)CNC[C@H](C)NC(=O)c1nc[nH]c1C(=O)N[C@@H](Cc1ccccc1)C(=O)O
    0.5	.	2	-2	.	1	1	-6	-1
O=C(Nc1nc2ccccc2s1)c1cnccn1
    2.4	-2	-3	-2	-11	2	-3	-2	5
COc1ccc(-n2c(C)cc(C(=O)CN3C(=O)NC4(CCc5ccccc54)C3=O)c2C)cc1 (stereo not given)
    1.2	-8	-2	1	-10	3	14	-1	-4
COCCN(C(=O)Cc1csc(-c2cccc(Cl)c2)n1)c1c(N)n(Cc2ccccc2)c(=O)[nH]c1=O
    -0.4	.	-10	9	.	3	-8	-5	-11
COc1ccccc1-c1nc(-c2ccccc2)[nH]c(=O)c1C#N
    0.4	-5	-3	4	-11	1	1	-7	-4
O=C1C=C(c2cccnc2)CCC1
    2.9	-9	1	-1	-10	1	6	-3	0
O=C(COc1ccccc1)NC1CCSc2ccccc21 (stereo not given)
    0.1	-9	-7	7	-18	0	-4	-4	-8
Cc1onc(-c2ccccc2Cl)c1C(=O)N(Cc1ccc(N(C)C)cc1)C(C)C
    4.7	-6	-12	-3	-31	17	-8	-3	4
Cc1c(NC(=O)OCCNC(=O)COc2ccc(Cl)cc2Cl)sc(=S)n1C
    0.1	-8	-11	7	-27	1	-11	-7	-11
Cc1cc(COc2ccccc2OCCN2CCN(C)CC2)no1
    0.0	-15	19	-6	1	2	-4	-4	21

Assay outcomes as filed in PubChem BioAssay.

Outcome played no part in choosing rows; any-hit rate near 2.9%.
